From PubChem
Cneo AK release: Cryptococcus neoformans cell lysis inducers, primary screen, AK release luminescence, single concentration | C. neoformans lysis, adenylate kinase release luminescence, 4 h; normalised: neutral wells 0, clomiphene wells 100 | lysis activity, % at 15 µM | hit rate 0.2% among 360,000 | AID 651654, 2012;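 active = mean lysis activity across replicates of at least 80%, whatever share of replicates individually reach that level; inactive = mean lysis activity below 80%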
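Signal: Adenylate kinase release luminescence | Assay system: Log-phase Cryptococcus neoformans yeast cells | Input: Cells at 5 × 10^6 per mL | Buffer or medium: Fresh YPD growth medium | Compound: Single dose | Schedule: Static 4 h at 37 °C with compound, 1 h detection | Controls: Clomiphene | Read-out: Luminescence rise reflecting yeast cell lysis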
C2C12 statin: suppressors of statin myotoxicity in C2C12 myotubes, primary screen, cell-based, single point, plate reader | AID 602340, 2012 | C2C12 myotubes + simvastatin, ATP luminescence, 48 h; scaled: DMSO 0, geranylgeraniol control 100 | rescue of ATP level, % at 7.49 µM | hit rate 0.78% among 330,000;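 active = mean ATP rescue above about 67%, or every replicate alone reaching that limit, limit read from the data, passing the limit was not always enough; inconclusive = no clear call, values can overlap the other calls; inactive = mean under the limit and some replicate under it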;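 also: myotubes were challenged with 10 µM simvastatin during compound exposure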
PGC1a acetyl inh: inhibitors of PGC1a acetylation signal, primary screen, cell-based, U2OS, AlphaScreen, inhibitor mode; inhibition, % at 15.6 µM; AlphaScreen anti-acetyl-lysine; with virally co-expressed GCN5 acetyltransferase; hit rate 0.17% among 350,000;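 active = every replicate shows inhibition of at least 40%; inconclusive = mean inhibition at least 40% but some replicate below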;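 also: 0% = neutral control wells and 100% = positive control wells; some results beyond the cut were filed as inactive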
CFTR F508del cor: F508del CFTR correction, initial screen, CFBE line, single point. CFBE cells, YFP halide quenching; stimulated with forskolin plus potentiator P3; % fluorescence drop versus neutral controls. activity (quench increase), % at 7.58 µM. hit rate 0.36% among 350,000;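 active = mean added fluorescence quench of at least 8% versus neutral control, with both replicates also reaching 8%; inconclusive = only one of the mean or replicate conditions met; inactive = mean below 8% and not both replicates reaching 8%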;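 also: cells transiently co-express mutant CFTR-F508del with the halide-sensitive YFP; corrector assay measuring rescue of mutant channel to the surface after 24 h compound exposure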
PglD DTNB: C. jejuni PglD acetyltransferase inhibitors, primary screen, biochemical, DTNB colorimetric, single point. UDP-N-acetylbacillosamine N-acetyltransferase PglD (Campylobacter jejuni). purified PglD enzyme, DTNB colorimetric CoA detection. inhibition, % at 12.5 µM. hit rate 0.098% among 360,000. AID 602405, 2012; in the data active = inhibition above about 16%, passing the limit was not always enough; inconclusive = no clear call, values can overlap the other calls; also: strong numbers were not always called active
miR-122 sensor: miR-122 Renilla sensor signal increase in Huh7, primary screen, miR-122 inhibitor project, cell-based, single point, plate reader; Huh7 miR-122 Renilla luciferase sensor, 48 h; neutral wells = 0, positive control = 100; activation (reporter increase), % at 12.5 µM; hit rate 0.3% among 340,000; AID 602342, 2012;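 active = mean replicate activation score at least 90 and every replicate individually at or above 90; inconclusive = only one of the two criteria met; inactive = neither criterion met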;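 also: higher luciferase means less miR-122 activity so hits act as miR-122 inhibitors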
INS-1E GSIS act: GLuc luminescence reporter in INS-1E cells, primary screen for activators of glucose-dependent secretion of insulin; activation, % at 16.6 µM; hit rate 0.61% among 370,000; AID 743287, 2014; INS-1E GLuc reporter insulin secretion, 2-3 h;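 active = lowest replicate activation of at least 40%, so every replicate reaches that level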;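 also: 0% = median of neutral control wells and 100% = median of IBMX positive control wells; some compounds called inactive have numbers as strong as hits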
FN deposit inh: inhibitors of fibronectin matrix deposition, primary screen, AH1F cells, Alexa488-fibronectin fluorescence, plate reader; AH1F fibroblasts, overnight; hit rate 0.086% among 350,000; inhibition, % at 12.6 µM; AID 743247, 2014;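 active = mean inhibition across replicates of 30% or more, regardless of how many single replicates reach that level; inconclusive = mean under 30% yet at least half of replicates reach 30%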;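 also: positive control wells lacked labelled fibronectin entirely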
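Test system: AH1F fibroblast monolayer depositing Alexa488-labelled fibronectin into matrix. Input: 10000 cells per well. Technique: fluorescence, ex 485 nm, em 525 nm. Buffer or medium: DMEM plus 2% serum, read in PBS. Timing: 1 h cell adhesion before compound, then overnight fibronectin incubation. Compound: single dose, pinned. Read-out basis: inhibition from reduced deposited-fibronectin fluorescence.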
* hit, by the source's call; ? = inconclusive; . = not tested or not shown; [ ] = another dose, or the depositor's remark.

Preview:
No.	structure	Cneo AK release	C2C12 statin	PGC1a acetyl inh	CFTR F508del cor
1	NS(=O)(=O)c1ccc(NC2=CC(c3ccc([N+](=O)[O-])cc3)N(c3ccc(S(N)(=O)=O)cc3)C2=O)cc1 (stereo unspecified)	-1	10	14	-1.1
2	O=C(NCC1CCCO1)C1CCN(S(=O)(=O)c2cccnc2)CC1 (stereo unspecified)	-2	-6	16	.
3	CCC(C(=O)NC1CCCC1)N(C(=O)Cn1nnc(-c2cccs2)n1)c1cnc2ccccc2c1 (stereo unspecified)	0	.	-16	.

No.	PglD DTNB	miR-122 sensor	INS-1E GSIS act	FN deposit inh
1	-1	-6	-16	-1
2	-1	0	.	.
3	-4	-2	.	-2

Main list, from the start:
No.	structure	Cneo AK release	C2C12 statin	PGC1a acetyl inh	CFTR F508del cor
1	NS(=O)(=O)c1ccc(NC2=CC(c3ccc([N+](=O)[O-])cc3)N(c3ccc(S(N)(=O)=O)cc3)C2=O)cc1 (stereo unspecified)	-1	10	14	-1.1
2	O=C(NCC1CCCO1)C1CCN(S(=O)(=O)c2cccnc2)CC1 (stereo unspecified)	-2	-6	16	.
3	CCC(C(=O)NC1CCCC1)N(C(=O)Cn1nnc(-c2cccs2)n1)c1cnc2ccccc2c1 (stereo unspecified)	0	.	-16	.
4	CN(CC(=O)Nc1ccc(F)cc1)C(=O)CSc1nnc(Cc2ccccc2)o1	1	5	.	-1.1
5	COc1cccc(CN(C)S(=O)(=O)c2ccc3c(c2)OCCO3)c1	0	7	-3	1.3
6	NC(COCc1ccccc1)c1csc(Nc2cc(Oc3ccccc3)ncn2)n1 (stereo unspecified)	-14	-7	2	0.9
7	O=C(O)/C=C\C(=O)Nc1ccc(OCc2ccccc2)cc1	.	.	9	0.3
8	C[C@@H]1CN([C@H](C)CO)C(=O)c2cc(Br)cnc2O[C@@H]1CN(C)C(=O)c1ccccc1F	57	-5	20	-2.3
9	CCOc1ccc(NC(=O)CNC(=O)Cc2ccccc2)cc1	1	5	.	-0.8
10	CC(=O)OCc1c(C(F)(F)F)nn(C)c1Oc1cccc(C(F)(F)F)c1	-1	2	11	.
11	O=S(=O)([N-]c1nc2ccccc2nc1-n1cc[n+](Cc2ccccc2)c1)c1ccccc1	3	2	2	-5.2
12	Cc1ccc(S(=O)(=O)N2CCN(c3ncnc4scc(-c5ccccc5)c34)CC2)cc1	1	-42	.	0.0
13	COc1ccccc1-n1cnnc1SCC(=O)Nc1cccc(S(N)(=O)=O)c1	0	2	0	2.0
14	O=C(C[C@@H]1C[C@@H]2c3cc(NC(=O)Nc4ccccc4)ccc3O[C@@H]2[C@@H](CO)O1)NCc1ccccn1	.	1	1	1.1
15	Cc1ccc(NC(=O)c2ccc([N+](=O)[O-])o2)cc1C	.	35	-90	-5.3

No.	PglD DTNB	miR-122 sensor	INS-1E GSIS act	FN deposit inh
1	-1	-6	-16	-1
2	-1	0	.	.
3	-4	-2	.	-2
4	-1	.	0	-10
5	-2	4	-4	-3
6	1	-3	.	-1
7	.	.	8	2
8	4	2[16.7 µM]	8	2
9	0	.	-6	4
10	1	4	.	6
11	2	14	-13	-1
12	-2	.	-6	-3
13	0	-3	7	-4
14	.	4[16.7 µM]	6	5
15	.	-23	-6	8

Carrying on:
No.	structure	Cneo AK release	C2C12 statin	PGC1a acetyl inh	CFTR F508del cor
16	COc1ccc(NC(=S)N2c3ccccc3CC2C)cc1OC (stereo unspecified)	.	-23	.	-3.0
17	CN(C)C(=O)c1cccc(-c2ccc3c(c2)[C@H]2[C@H](CCN2S(=O)(=O)c2cn(C)cn2)[C@@H](CO)N3)c1	-5	14	4	1.7
18	Cc1cc(Nc2ccccc2)c2c([N+](=O)[O-])ccc(C)c2n1	-3	3	0	.
19	Nc1ncnc2c1ncn2C1CCC(CO)C(O)C1 (stereo unspecified)	0	-12	5	-2.0
20	Cc1ccc(S(=O)(=O)Nc2ccc3c(c2)C(=O)N([C@H](C)CO)C[C@H](C)[C@@H](CN(C)S(=O)(=O)c2c(C)noc2C)OCCCC[C@H](C)O3)cc1	6	.	4	1.8
21	CCCOC1CCCN(C(=O)c2ccc(OC3CCN(C(=O)COC)CC3)cc2)C1 (stereo unspecified)	-5	-4	3	-0.1
22	CCS(=O)(=O)N1CCCCN2[C@H](CO)[C@H](c3ccc(-c4cccc(C#N)c4)cc3)[C@H]2C1	-2	.	-4	0.9
23	COc1ccccc1N(CC(=O)NCc1ccccc1)C(=O)CCC(=O)Nc1ccccn1	3	.	-1	.
24	CS(=O)(=O)N1CCN(c2ccc([N+](=O)[O-])c(N3CCOCC3)c2)CC1	-4	-5	8	.
25	COc1ccc(Cl)cc1NC(=O)NC1CCCCC1	-1	1	-4	.
26	COc1ccc2c3c([nH]c2c1)[C@H](CO)N(CC1CC1)CC31CCN(S(=O)(=O)c2cccc(F)c2)CC1	.	.	-2	6.1
27	Cc1ccc(-n2c(CSc3nc(C)cc(C)n3)nnc2SCC(=O)NCc2ccco2)cc1	0	-21	-5	.
28	CCOC(=O)c1c(NC(=O)COC(=O)c2ccc(O)cc2)sc(C(=O)N(C)C)c1C	-2	-1	-11	-1.4
29	C[C@@H]1CN([C@@H](C)CO)C(=O)c2cc(C#Cc3ccccn3)cnc2O[C@@H]1CN(C)CC1CCCC1	.	4	-21	-1.4
30	O=C(N/N=C/c1ccc(OCC2COCCO2)cc1)c1ccc(Br)cc1 (stereo unspecified)	.	.	-9	0.9

No.	PglD DTNB	miR-122 sensor	INS-1E GSIS act	FN deposit inh
16	.	-2	-13	5
17	3	4[16.7 µM]	9	-13
18	0	-1	8	-4
19	-2	.	12	.
20	-3	2[16.7 µM]	-2	-4
21	-1	5	2	-3
22	-4	2[16.7 µM]	4	.
23	3	7	.	1
24	8	-2	.	.
25	-3	6	.	.
26	.	.	-16	2
27	3	-19	.	.
28	6	-9	12	-3
29	.	-5[16.7 µM]	-4	-15
30	.	.	3	3

The listing continues.
No.	structure	Cneo AK release	C2C12 statin	PGC1a acetyl inh	CFTR F508del cor
31	C[C@@H]1CN([C@@H](C)CO)C(=O)c2c(c3ccccc3n2C)-c2ccccc2CO[C@H]1CN(C)S(=O)(=O)c1ccccc1	4	.	2	0.3
32	C[C@H]1CN([C@@H](C)CO)C(=O)Cc2cc(NC(=O)Nc3ccc(F)cc3)ccc2O[C@H]1CN(C)Cc1ccc(-c2ccccc2)cc1	1	2	-5	0.8
33	O=C(CN(Cc1ccccc1)C(=O)CNS(=O)(=O)c1ccccc1)NCc1ccco1	0	-5	.	-1.2
34	CCc1cc(/C(Cc2cscn2)=N\O)c(O)cc1O	-6	12	5	.
35	O=C1NCN(c2ccccc2)C12CCN(CCCC(c1ccc(F)cc1)c1ccc(F)cc1)CC2	18	-52	-12	-1.6
36	CCNC(=O)CN(c1ccc(Cl)cc1)S(=O)(=O)c1ccccc1	-1	8	.	.
37	Cc1ccc2oc(=O)n(CC(=O)N3CCOCC3)c2c1	-2	-4	2	-0.6
38	Cc1c(C(=O)N2CCN(C/C=C/c3ccccc3)CC2)oc2c(F)cccc12	-1	2	.	2.2
39	C[C@@H]1CN([C@H](C)CO)S(=O)(=O)c2ccc(C#C[C@@H](C)O)cc2O[C@H]1CN(C)C(=O)CN(C)C	51	-1	9	2.0
40	CCOc1ccc(OCCN2CCCCC2)cc1	0	-1	-4	.
41	CCCCn1c(SCC(=O)c2c(N)n(C3CC3)c(=O)[nH]c2=O)nc2cc(S(N)(=O)=O)ccc21	-1	6	.	2.6
42	COc1ccc(-c2cnc(SCC(=O)Nc3cc(C)on3)n2Cc2ccco2)cc1	1	.	-3	.
43	Cc1oc(-c2cccc(Cl)c2)nc1CN1CCC(C(=O)NCc2ccco2)CC1	1	-3	16	.
44	O=C(Cc1cccc(NC(=O)C2CCN(C(=O)c3ccccc3)CC2)c1)Nc1cccc(C(=O)N2CCCCC2)c1	1	9	?	3.1
45	C/C=C/c1ccc([C@@H]2[C@@H](CO)N(C(=O)CC)[C@@H]2CN(C)S(C)(=O)=O)cc1	0	-7	7	-1.0

No.	PglD DTNB	miR-122 sensor	INS-1E GSIS act	FN deposit inh
31	2	.	-25	14
32	5	-1[16.7 µM]	-14	7
33	0	4	6	-2
34	5	4	.	.
35	6	-7	.	.
36	5	-2	.	.
37	3	-5	.	7
38	2	.	-53	-9
39	2	57[16.7 µM]	1	.
40	7	-5	9	0
41	-2	.	-9	1
42	-3	0	-19	.
43	2	-3	.	-2
44	-2	-3	2	1
45	-1	0[16.7 µM]	5	-10

3 entries drawn at random from those above:
No.	structure	Cneo AK release	C2C12 statin	PGC1a acetyl inh	CFTR F508del cor
43	Cc1oc(-c2cccc(Cl)c2)nc1CN1CCC(C(=O)NCc2ccco2)CC1	1	-3	16	.
38	Cc1c(C(=O)N2CCN(C/C=C/c3ccccc3)CC2)oc2c(F)cccc12	-1	2	.	2.2
31	C[C@@H]1CN([C@@H](C)CO)C(=O)c2c(c3ccccc3n2C)-c2ccccc2CO[C@H]1CN(C)S(=O)(=O)c1ccccc1	4	.	2	0.3

No.	PglD DTNB	miR-122 sensor	INS-1E GSIS act	FN deposit inh
43	2	-3	.	-2
38	2	.	-53	-9
31	2	.	-25	14

(continued)
No.	structure	Cneo AK release	C2C12 statin	PGC1a acetyl inh	CFTR F508del cor
46	Cc1ccccc1NC(=O)c1cccc(C(=O)Nc2ccccc2C)c1	.	.	3	-1.1
47	Cc1ccc2ccccc2c1C(O)c1ncc(-c2ccc(Cl)cc2)[nH]1 (stereo unspecified)	-1	39	3	-2.8
48	Cc1ccc(C(=O)OCC(=O)Nc2cccc(Cl)c2C)c(O)c1	2	-6	-6	1.1
49	N#C[C@H]1[C@H](c2ccc(C#Cc3cccc(F)c3)cc2)[C@H](CO)N1C(=O)C1CCCC1	6	20	-11	-0.1
50	COc1ccc(OC)c(NC(=O)C2CCN(C(=O)C3CC(=O)N(c4ccc(C)cc4)C3)CC2)c1 (stereo unspecified)	0	42	.	1.8
51	COc1ccc(-c2nc(CN3CCN(Cc4cccc(Cl)c4)CC3)c(C)o2)cc1	6	3	0	2.1
52	Cc1ccc(NC(=O)COc2ccccc2C#N)cc1S(=O)(=O)N1CCCCCC1	1	1	-18	-0.2

No.	PglD DTNB	miR-122 sensor	INS-1E GSIS act	FN deposit inh
46	.	.	2	0
47	-3	8	-32	-4
48	-2	-6	4	-6
49	1	.	0	9
50	8	.	4	1
51	4	-1	-34	-5
52	6	-8	-28	1
